Screens deposited in PubChem BioAssay by several laboratories.
HTR5A inv ctr: HTR5A inverse agonism, opioid heterodimer counter-screen | P47898 | HTR5A cell line, luminescence | inhibition, % at 9.3 µM | actives 0.083% (n = 340,000) | AID 504634; in the data active means inhibition mostly above about 23%, no sharp cut-off; inactive means mostly below about 18%;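 further: 0% = cells with DMSO and 100% = no-cell wells with DMSO; some compounds called inactive have numbers as strong as hits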
Target sequence (P47898 whole entry, looked up): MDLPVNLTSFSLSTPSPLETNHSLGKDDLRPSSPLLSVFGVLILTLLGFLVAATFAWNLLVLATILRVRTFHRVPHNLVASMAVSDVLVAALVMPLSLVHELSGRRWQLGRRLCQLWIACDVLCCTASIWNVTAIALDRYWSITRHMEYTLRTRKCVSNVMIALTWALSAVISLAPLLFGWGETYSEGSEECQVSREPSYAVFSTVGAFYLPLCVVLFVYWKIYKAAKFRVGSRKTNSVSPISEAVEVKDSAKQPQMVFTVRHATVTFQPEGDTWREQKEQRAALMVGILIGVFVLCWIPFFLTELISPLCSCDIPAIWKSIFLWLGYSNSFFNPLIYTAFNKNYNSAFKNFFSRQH
PKA-R2B activ: activates the human PKA-R2B holoenzyme complex; PKA-R2B holoenzyme dissociation, Cy5-IP20 fluorescence polarization; R2B truncated from residue 108, S112A mutant; 0% DMSO only, 100% 113 µM cGMP; activation, % at 11.4 µM; actives 0.079% (n = 340,000); AID 504700;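 active means activation above a cutoff set at the mean over all compounds plus 3 SD, cut at about 18% in these data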;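 further: higher means more holoenzyme dissociation and a rise in polarization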
Target sequence (P31323 whole entry, looked up, other chains not shown, the tested form may be a part): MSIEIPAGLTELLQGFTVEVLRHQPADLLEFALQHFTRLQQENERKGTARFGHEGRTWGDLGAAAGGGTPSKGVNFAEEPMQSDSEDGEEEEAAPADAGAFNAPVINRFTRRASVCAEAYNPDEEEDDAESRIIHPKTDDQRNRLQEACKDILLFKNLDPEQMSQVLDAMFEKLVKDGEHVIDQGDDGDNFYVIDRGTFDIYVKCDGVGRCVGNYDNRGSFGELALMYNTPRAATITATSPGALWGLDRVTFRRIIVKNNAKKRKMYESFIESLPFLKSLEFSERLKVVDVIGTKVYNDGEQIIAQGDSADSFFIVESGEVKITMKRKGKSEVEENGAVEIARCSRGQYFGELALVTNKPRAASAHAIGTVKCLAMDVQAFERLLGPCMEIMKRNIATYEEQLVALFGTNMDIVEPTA
Tat export inh: inhibitors of E. coli Tat protein transport; E. coli MC4100 TorA-mCherry Tat export, fluorescence; AID 488895; actives 0.036% (n = 340,000); inhibition, % at 10 µM;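 active means mean replicate inhibition at least 50% and at least half of replicates individually reaching 50%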;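 further: exported cargo escapes ClpAP degradation while cytoplasmic cargo is degraded and loses fluorescence; 0% = median of neutral control wells and 100% = median of NaSCN control wells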
Mot1-301 SUMO: blocks SUMOylation pathway, rescuing yeast Mot1-301 growth. growth rescue, % at 18.8 µM. AID 2716. S. cerevisiae Mot1-301 growth rescue, ATP luminescence, 38.5C; percent above DMSO median, 100 means doubled. actives 1% (n = 320,000);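 active means every valid replicate shows activation above 250% relative to neutral control wells; inactive means the rest, any valid replicate at or below 250%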;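 further: OY570 slx delta 5 strain wells were the positive control but not used for scaling; some compounds called inactive have numbers as strong as hits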
MOR-DOR inv ag: inverse agonists of human mu-delta opioid receptor heterodimerization. P35372+P41143. inhibition, % at 9.3 µM. cell-based MOR-DOR heterodimer luminescence, inverse agonism. AID 504357. actives 0.21% (n = 340,000); in the data active means inhibition above about 22%, passing the limit was not always enough;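 further: 0% = cells with DMSO and 100% = wells without cells with DMSO; values of inactives mirror those of a sister screen read the other way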
PfHsp90 set2: reduces growth (ATP signal) of yeast expressing P. falciparum Hsp90; S. cerevisiae expressing PfHsp90, BacTiter-Glo ATP, 48 h; yeast lacking PDR1 and PDR3 efflux regulators; inhibition, % at 9.4 µM; actives 0.32% (n = 310,000);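 active means every replicate shows inhibition above about 80%, whatever the replicate mean, limit read from the data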;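 further: 0% = DMSO neutral controls and 100% = 20 µM radicicol positive controls; yeast relying on Plasmodium falciparum Hsp90 in place of its own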
MOR-DOR ag: OPRM1-OPRD1 heterodimerization agonism; actives 0.3% (n = 340,000); activation, % at 9.3 µM; cells, luminescence; in the data active means activation above about 18%;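 further: 0% = vehicle-treated cells and 100% = reference agonist; values of inactives mirror those of a sister screen read the other way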
phage Ecoli inh: E. coli growth loss with phage present; growth absorbance; inhibition, % at 11.9 µM; actives 0.26% (n = 360,000); in the data active means inhibition above about 11%
AddAB inh: less growth of phage-infected E. coli with AddAB; inhibition, % at 11.9 µM; actives 0.29% (n = 330,000); E. coli expressing H. pylori AddAB, absorbance growth; in the data active means inhibition above about 12%;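 further: 0% = vehicle wells of infected cells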
E coli growth: counter-screen for AddAB inhibitors: E. coli growth inhibition. actives 0.27% (n = 330,000). inhibition, % at 11.9 µM. E. coli V3065 growth, OD600 absorbance, 18 h;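 active means inhibition above the campaign's mean inhibition across all tested compounds plus 3 SD, cut at about 9.9% in these data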;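 further: uninfected addAB+ strain grown without phage in ampicillin broth; 0% = DMSO wells and 100% = ciprofloxacin 0.95 µg/ml wells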
PKA-R1A act: activators of PKA-R1A complex | actives 0.083% (n = 340,000) | PKA-R1A dissociation, Cy5-IP20 fluorescence polarization; scaled: DMSO 0%, 113 µM cGMP 100% | activation, % at 11.4 µM | P00514+P68181;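 active means percent activation above the mean of all tested compounds plus 3 SD, cut at about 19% in these data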;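 further: higher means more PKAc released from R1A so a rise in polarization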
Numbers without * were called inactive; nt = no result given.

Structure	PfHsp90 set2	Tat export inh	Mot1-301 SUMO	PKA-R1A act	E coli growth	HTR5A inv ctr	MOR-DOR inv ag	AddAB inh	MOR-DOR ag	phage Ecoli inh	PKA-R2B activ
CSc1ncc(C(=O)NCCCc2ccccc2)c(C)n1	-1	-3	-15	1	nt	-10	20	nt	-4.3	3.7	7
COc1cc(C2C(C#N)=C(N)OC3=C2C(=O)CCC3)cc(OC)c1OC(=O)N1CCOCC1 (stereo unspecified)	7	-1	5	-7	0.2	-6	7	0.8	-1.6	1.7	8
CO/N=C/c1ccc(OC)c(Oc2nc(OC)cc(OC)n2)c1	-3	1	4	3	1.2	6	8	4.0	-1.6	5.0	-4
CCN(CC)S(=O)(=O)c1ccc(N2CCOCC2)c(NC(=O)CCC2CCCCC2)c1	-5	10	86	1	-1.1	-8	5	0.3	-0.9	-1.3	-3
COc1ccc(O)c(/C=C(\C#N)C(=O)Nc2ccccn2)c1	0	-9	nt	-4	nt	-13	11	nt	-2.3	-0.2	-5
Cc1cc(C)n(CCCO)c(=O)c1C#N	8	3	-7	9	-0.7	8	9	3.0	-1.6	0.2	-4
O=C(NCc1ccc(F)cc1)C1CCCN(C(=O)Nc2ccccc2)C1 (stereo unspecified)	21	-12	-7	-2	0.9	9	11	0.9	-2.2	3.7	-2
Cc1cc(C)c(S(=O)(=O)c2cccc(Br)c2C)c(=O)[nH]1	-15	-10	-13	3	-1.5	-15	8	1.6	-1.7	0.9	-3
CCOC(=O)C1(Cc2cccc(OC)c2)CCN(Cc2cnc(N)nc2)CC1	16	-10	7	nt	0.4	nt	nt	3.1	nt	2.6	nt
CN(Cc1ccccc1)C(=O)c1cccc(NC(=O)Cc2ccc(NC(=O)C3CCCN(C(=O)C4CCCCC4)C3)cc2)c1 (stereo unspecified)	-6	2	nt	-4	nt	1	-1	nt	0.2	0.9	7
CC1CC(=O)Nc2ccccc2N1C(=O)COc1ccc2cc(Br)ccc2c1 (stereo unspecified)	15	-3	118	-1	-1.3	-13	9	2.5	-2.5	2.6	0
CC(=O)Nc1cc(-c2nn3c(C)nnc3s2)ccc1C	12	-11	-6	8	1.2	18	15	3.8	-2.9	1.7	2
C[C@H](NC(=O)COc1ccccc1)C(=O)OCC(=O)c1cc2ccccc2o1	1	5	nt	-2	nt	33*	80*	nt	-15	-0.6	2
O=C(CN1CCOc2ccccc21)N1CCN(c2cccc(Cl)c2)CC1	nt	-2	-7	-1	0.0	-14	-6	5.3	1.1	1.7	-1
O=C(COc1ccccc1O)NNc1ccccc1	-11	-7	97	1	2.9	26	21	1.8	-3.1	4.3	-2

Later entries:
Structure	PfHsp90 set2	Tat export inh	Mot1-301 SUMO	PKA-R1A act	E coli growth	HTR5A inv ctr	MOR-DOR inv ag	AddAB inh	MOR-DOR ag	phage Ecoli inh	PKA-R2B activ
CC1C(C#N)=C(N)OC2=C1C(=O)CC(c1ccccc1)C2 (stereo unspecified)	25	4	nt	-2	73*	6	0	97*	-0.1	0.6	7
Cc1cccc(NC(=O)c2sc(NC(=O)COc3ccccc3)c(C#N)c2C)c1C	-5	2	2	-1	1.4	20	15	2.8	-2.7	1.9	-3
CCOC(=O)c1cnc(N)nc1-c1ccccc1	-6	9	nt	-3	nt	-4	5	nt	-0.9	3.2	-9
CCCCCCNC(=O)Cc1c(O)c2ccccc2[nH]c1=O	-5	-1	16	-9	-0.6	-5	13	-0.7	-2.3	3.0	0
COC(=O)c1ccc(C(c2c(C)n(C)n(-c3ccccc3)c2=O)c2c(C)n(C)n(-c3ccccc3)c2=O)cc1	19	-3	16	-9	-0.9	-23	12	-1.2	-2.4	-0.2	2
O=C(CN(C(=O)CCC(=O)Nc1nccs1)c1ccccc1F)NCc1ccccc1	-1	3	401	-8	-0.3	2	13	2.5	-2.0	1.9	-11
O=C(CN(CCc1ccccc1)S(=O)(=O)c1ccc(Cl)cc1)N/N=C/c1ccc2c(c1)OCO2	0	6	9	-7	-0.1	0	-3	-1.2	0.6	1.8	-8
Cc1nn(CC(=O)NCCc2ccccc2)c(=O)c2cc3occc3n12	-5	0	0	-2	0.4	-2	8	3.9	-1.5	0.9	3
O=C(Nc1cc(Cl)ccc1F)C1=COCCO1	nt	7	10	-7	-1.6	3	21	-1.2	-3.8	3.0	-15
CC(C)(CN1CCc2ccccc2C1)NS(=O)(=O)c1ccccc1	-5	-5	4	-2	3.0	3	4	2.6	-0.7	3.2	-3
COc1ccc(OCC(=O)Nc2ccc(N3CCC(C)CC3)cc2)cc1	-5	-20	6	-1	-0.9	-2	-8	-2.0	1.5	3.3	-11
CCOC(=O)C1=C(C)NC(=O)NC1c1ccc(Cl)cc1Cl (stereo unspecified)	7	4	-8	-2	-0.3	14	0	0.9	0.0	2.4	-12
NS(=O)(=O)c1ccc(CNS(=O)(=O)c2ccc(Cl)nc2)cc1	21	-8	0	3	-0.3	-13	13	3.8	-2.5	4.1	-10
CCC(C)NC(=O)c1ccc(CN2CCc3ccccc3C2)cc1 (stereo unspecified)	2	-2	3	-8	-2.7	-10	3	1.0	-0.6	1.0	-5
Cc1cc(OCC(=O)N2CCC[C@@H]2C(=O)O)c2c(C)c(C)c(=O)oc2c1	7	4	-12	1	-3.5	-76	2	2.5	-0.3	4.5	-3

(cont.)
Structure	PfHsp90 set2	Tat export inh	Mot1-301 SUMO	PKA-R1A act	E coli growth	HTR5A inv ctr	MOR-DOR inv ag	AddAB inh	MOR-DOR ag	phage Ecoli inh	PKA-R2B activ
COCCN(CCOC)Cc1c(C)[nH]c2ccccc2c1=O	10	0	4	9	0.4	-15	12	4.0	-1.9	3.4	8
C/C(CC(=O)NCc1ccco1)=N\NC(=O)c1ccc([N+](=O)[O-])cc1Cl	-4	4	16	-11	-0.4	5	-11	2.6	2.0	1.4	-2
Cc1ccc(C(=O)N/N=C/c2cccc(OC(=O)/C=C/c3ccco3)c2)cn1	13	3	-21	nt	1.9	nt	nt	4.6	nt	1.2	nt
COc1ccc(Br)cc1CN(C)CC(O)COc1ccc(Br)cc1 (stereo unspecified)	-76	-1	13	9	-1.6	-24	-28	4.4	4.4	3.5	1
COc1ccc(CNC(=O)COC(=O)CCCOc2ccc(Cl)cc2Cl)cc1	11	-1	103	-2	-1.8	-8	-10	0.8	1.4	0.9	-10
Cc1cc(C)n(-c2nc(NCC(C)O)c3c4c(sc3n2)CCCC4)n1 (stereo unspecified)	-5	6	0	-3	-0.8	0	23	1.4	-5.5	-2.3	1
COc1ccc2c(c1)NC(c1ccc(N(C)C)cc1)c1cccn1-2 (stereo unspecified)	-1	1	19	-8	-1.9	-4	8	-2.3	-1.5	2.4	-2
CCOc1ccccc1C1C(C#N)=C(N)Oc2cc(C)n(C)c(=O)c21 (stereo unspecified)	17	-5	7	-4	1.4	-32	3	-0.6	-0.5	1.8	2
CSc1ncc(CN2CCc3c([nH]c4ccccc34)C2c2cccc(C)n2)cn1 (stereo unspecified)	13	-3	0	-7	-2.2	-9	0	1.3	0.0	4.1	-1
COc1cc(/C=C/C(=O)OCC(=O)NC(=O)NC(C)(C)C)cc(OC)c1OC	-19	7	nt	-4	0.9	32	7	0.0	-1.4	-10	10
CC1Cc2ccccc2N1C(=O)CN(C)CC(=O)Nc1cccc(F)c1 (stereo unspecified)	nt	10	-6	0	-0.3	3	10	0.9	-2.4	0.9	-8
COc1ccc2c(c1)CCCC21NC(=O)N(CC(=O)c2cc(F)ccc2F)C1=O (stereo unspecified)	nt	4	11	-6	0.3	19	1	3.0	-0.2	-0.9	7
Cc1cc(OCCCCOc2ccc(S(N)(=O)=O)c(C)c2)ccc1S(N)(=O)=O	3	21	40	0	-1.1	-29	-5	1.2	1.1	1.9	-7
N#C/C(=C\c1cccnc1)C(=O)Nc1ccc(Cl)cc1	25	-1	1	-7	0.3	-9	18	-0.6	-3.4	1.2	-4
C=CCn1c(O)c(N=NC(=S)Nc2cccc(C)c2)c2ccccc21	-131	-3	406	9	-4.1	12	6	1.5	-1.0	-0.9	11

Next records follow:
Structure	PfHsp90 set2	Tat export inh	Mot1-301 SUMO	PKA-R1A act	E coli growth	HTR5A inv ctr	MOR-DOR inv ag	AddAB inh	MOR-DOR ag	phage Ecoli inh	PKA-R2B activ
Cc1cc(/C=C2/C(=N)N3C(=NC2=O)SN=C3S(C)(=O)=O)c(C)n1-c1ccccc1	-26	9	-4	-2	2.2	7	22	3.5	-4.4	3.3	-3
CCOC(=O)c1cccc(N2C(=O)Nc3ccccc3N2O)c1	-34	-1	-3	-4	-0.2	8	6	4.0	-1.1	2.0	2
Cc1nc(-c2nc(-c3c(C(=O)NNC(=O)Nc4cccc(Cl)c4)noc3C)cs2)cs1	-11	-5	0	nt	-1.5	nt	nt	4.7	nt	-3.1	nt
Cc1csc(NC(=O)CSc2nnc(-c3ccoc3C)o2)n1	nt	-5	8	5	-6.2	-14	-7	-2.1	1.2	1.0	1
COc1ccccc1NS(=O)(=O)c1cccc(C(=O)NNC(=O)C(C)NC(=O)c2ccco2)c1 (stereo unspecified)	15	0	14	-14	3.0	-5	10	2.5	-2.4	1.9	-1
CCn1cc(CN2CCN(Cc3ccsc3)C(CCO)C2)cn1 (stereo unspecified)	nt	-2	6	-6	1.6	8	2	-1.0	-0.4	2.7	8
Cc1ccc(S(=O)(=O)NNC(=O)c2ccc(F)cc2)cc1	-7	2	-22	-3	0.0	-27	8	3.3	-1.5	-0.5	-5
NS(=O)(=O)c1cccc(NC(=O)COC(=O)c2ccccc2SCC(=O)N2CCCC2)c1	30	1	-3	-2	-2.3	23	8	-2.1	-1.6	3.4	2
Cc1ccc(NC(=O)COc2ccccc2C#N)cc1S(=O)(=O)N1CCCCCC1	-18	3	nt	-4	-0.5	-15	-22	1.4	5.2	1.8	-2
COc1ccc(S(=O)(=O)N(C)C[C@H]2Oc3ccc(NC(=O)CCC(F)(F)F)cc3C(=O)N([C@H](C)CO)C[C@@H]2C)cc1	-9	-5	-23	3	-2.1	-10	8	1.3	-1.6	2.1	4
COC(=O)c1cccc(NC(=O)C2COc3ccccc3O2)c1 (stereo unspecified)	2	4	nt	-2	2.6	-14	2	1.1	-0.3	2.5	2
CC(=O)c1cccc(NC(=O)CNC(=O)Cc2ccccc2)c1	-37	-6	8	4	-0.6	-16	-15	3.9	1.8	1.1	9
CC1CCCCC1Nc1ncnc2sccc12 (stereo unspecified)	11	-5	36	-8	-3.0	-27	-23	2.5	3.7	3.2	-2
C#CCOCCOCCOCCNc1nc(N2CCOCC2)nc(N2CCN(C(=O)[C@H]([C@@H](C)CC)n3cc(CCCN=C(N)N)nn3)CC2)n1	0	-1	20	-1	-0.5	-6	9	0.8	-1.5	2.7	3
COc1ccc(-n2c(Cc3cccn3C)nnc2SCC(=O)Nc2cccc(NC(C)=O)c2)cc1	-19	1	-5	3	0.5	17	0	-2.2	-0.1	0.2	0
NC(=O)C(c1ccc(Sc2ccccc2)nn1)c1ccc(Cl)cc1Cl (stereo unspecified)	17	2	nt	-13	2.0	2	-3	2.5	0.5	4.2	0
COc1ccc(Cl)cc1NC(=O)c1cc(-c2ccccc2)on1	14	-6	4	3	0.7	4	3	2.5	-0.6	2.3	-6
